From PubChem BioAssay
L3MBTL1 inh = qHTS Assay for the Inhibitors of L3MBTL1 | Potency, µM (top dose mostly 57.1 µM), inactives show top-dose activity, negative = inhibition, most hits filed as inhibitors | 0.66% of 230,000 active | AlphaScreen L3MBTL1–H3K9me1 peptide binding; note: % is set by controls: 0 for no effect and ±100 for the full control effect; nearly all actives have a fitted effect of over 60% in size
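L3MBTL1 (50 nM) pre-complexed 30 min with biotinylated H3(1-15)K9me1 peptide (75 nM), then compounds added for 30 min at room temperature; AlphaScreen streptavidin donor/nickel chelate acceptor beads (10 ug/mL final) read after 30 min dark incubation.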
SMN2 splice up = qHTS Assay for Enhancers of SMN2 Splice Variant Expression; Potency, µM (doses to about 46.1 µM), inactives show at the top dose activity change, positive = activation, most hits filed as activators; HEK293 SMN2-luciferase splicing reporter, luminescence, 30-36 h; 2.8% of 210,000 active; note: % of control where 0% means no effect; nearly all actives have a fitted effect of over 55% in size
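HEK293 cells carry an SMN2 minigene-luciferase reporter in which exon 7 inclusion puts luciferase in frame. Cells were seeded at 2000 cells/well, attached for 10-12 hours, then exposed to compounds for 30-36 hours at 37C before ONE-Glo luminescence.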
ALDH1A1 block = qHTS Assay for Inhibitors of Aldehyde Dehydrogenase 1 (ALDH1A1) | Potency, µM (top dose mostly 75.3 µM), for inactives: at the top dose activity, negative = inhibition, hits mostly inhibitors | Aldehyde dehydrogenase 1A1 (Homo sapiens), P00352 | Purified ALDH1A1, NADH fluorescence, propionaldehyde substrate | 7.3% of 220,000 active; active = well fitted inhibition curve with a large enough effect, not every such curve was filed as active; inconclusive = small, poorly fitted or top-dose-only effect, or another doubt; inactive = no such curve, though single readings can be large or run the other way;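 note: plate controls were no enzyme wells and a reference inhibitor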
Target sequence (P00352 whole entry, looked up): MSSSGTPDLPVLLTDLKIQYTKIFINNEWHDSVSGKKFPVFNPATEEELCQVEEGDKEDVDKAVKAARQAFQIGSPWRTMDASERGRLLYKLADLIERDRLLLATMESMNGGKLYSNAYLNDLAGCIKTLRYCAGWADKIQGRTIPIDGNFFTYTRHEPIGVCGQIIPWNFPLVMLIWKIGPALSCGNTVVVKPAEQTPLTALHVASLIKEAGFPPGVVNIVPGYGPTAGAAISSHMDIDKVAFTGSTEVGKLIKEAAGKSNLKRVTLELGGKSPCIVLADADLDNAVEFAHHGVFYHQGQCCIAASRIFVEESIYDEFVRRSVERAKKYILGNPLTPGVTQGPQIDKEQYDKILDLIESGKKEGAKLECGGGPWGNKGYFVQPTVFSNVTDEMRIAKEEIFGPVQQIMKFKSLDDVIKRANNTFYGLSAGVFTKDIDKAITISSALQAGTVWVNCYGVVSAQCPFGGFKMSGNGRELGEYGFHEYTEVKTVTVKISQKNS
LMNA splice mod = qHTS Assay for Modulators of Lamin A Splicing | AID 1487, 2009 | Potency, µM (series often up to 46.1 µM), for the others: top-dose ratio change, negative = inhibition, most hits filed as inhibitors | 0.01% of 200,000 active | HeLa LMNA splicing GFP/RFP minigene ratio, 48 h; active = well fitted inhibition curve with a large enough effect in the signal ratio, with a control signal flat, not every such curve was filed as active; inconclusive = small, poorly fitted or top-dose-only effect, or effect the other way, or a change in a side signal; the % refers to the signal ratio; note: % is set by controls: 0 for no effect and ±100 for the full control effect
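S3 HeLa cells stably expressing lamin A-EGFP splicing minigene plus DsRed2, 600 cells/well, 48 h compound exposure at 37C. Laser-scanning cytometry; analysed as GFP (500-530 nm)/RFP (575-640 nm) total intensity ratio; 0.5% DMSO vehicle.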
KDM4E inh = qHTS Assay for Inhibitors of Human Jumonji Domain Containing 2E (JMJD2E). JMJD2E catalytic domain, FDH-coupled NADH fluorescence (FDH is formaldehyde dehydrogenase). Potency, µM (doses to about 57.1 µM), for inactives: at the highest dose activity change, negative = inhibition, hits mostly inhibitors. 1.6% of 230,000 active; active = well fitted inhibition curve with a large enough effect, not every such curve was filed as active; inconclusive = small, poorly fitted or top-dose-only effect, or another doubt; inactive = no such curve, though single readings can be large or run the other way;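 note: 0% = wells with enzyme and -100% = buffer wells without enzyme; nearly all actives have a fitted effect of over 50% in size; many of its hits are not listed in these tables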
Target sequence (B2RXH2 1-337 limits assumed): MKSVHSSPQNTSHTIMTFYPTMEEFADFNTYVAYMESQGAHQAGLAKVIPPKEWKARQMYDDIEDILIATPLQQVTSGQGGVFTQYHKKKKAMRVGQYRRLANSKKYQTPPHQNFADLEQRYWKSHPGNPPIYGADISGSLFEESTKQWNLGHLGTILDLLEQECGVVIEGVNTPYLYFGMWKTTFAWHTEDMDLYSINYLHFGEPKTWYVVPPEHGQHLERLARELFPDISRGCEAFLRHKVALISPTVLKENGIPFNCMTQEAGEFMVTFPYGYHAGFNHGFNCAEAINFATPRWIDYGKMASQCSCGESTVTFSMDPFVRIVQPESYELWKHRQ
KinaseGlo FLuc = Counterscreen for Luciferase (Kinase-Glo TM) Inhibition; AID 1379, 2008; 0.28% of 200,000 active; Luciferin 4-monooxygenase (Photuris pensylvanica), Q27757; Potency, µM (titrated, usually from 38.3 µM), for inactives: top-dose activity change, negative = inhibition, most hits filed as inhibitors; Kinase-Glo luciferase, ATP luminescence, 8 min; note: % is set by controls: 0 for no effect and ±100 for the full control effect; nearly all actives have a fitted effect of over 60% in size
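Kinase-Glo luciferase light output from ATP and luciferin was measured with 10 uM ATP, within the enzyme's linear range. Buffer: 50 mM imidazole pH 7.2, 50 mM KCl, 7 mM MgCl2, 0.01% Tween 20, 0.05% BSA; luminescence read after 8 min at ambient temperature.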
RECQ1 inh = qHTS Assay for Inhibitors of RecQ-Like Dna Helicase 1 (RECQ1); ATP-dependent DNA helicase Q1 (Homo sapiens), P46063; RECQ1 DNA unwinding, red fluorescence kinetic read; Potency, µM (top dose mostly 57.3 µM), inactives show at the top dose activity, negative = inhibition, actives largely listed as inhibitors; 0.54% of 240,000 active; AID 2549, 2010;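 note: plate controls were vehicle for no effect and no enzyme for full effect; nearly all actives have a fitted effect of over 30% in size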
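50 nM RECQ1T1 preincubated 15 min with compound in Tris pH 8.0 buffer with MgCl2, DTT, Tween-20 and 2.5 ug/ml poly(dI-dC); started with 200 nM TAMRA/BHQ-2 forked duplex and 2 mM ATP. Unwinding read as fluorescence (525/598 nm), two reads 2 h apart.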
Tau fibril ThT = qHTS for Inhibitors of Tau Fibril Formation, Thioflavin T Binding | Microtubule-associated protein tau (Homo sapiens), P10636 | recombinant tau K18 P301L, heparin-induced fibrillization, ThT fluorescence | Potency, µM (doses to about 57.4 µM), for the others: at the top dose activity, negative = inhibition, usual class: inhibitors | 2.1% of 270,000 active | AID 1460, 2008; note: % is set by controls: 0 for no effect and ±100 for the full control effect; nearly all actives have a fitted effect of over 55% in size
Target sequence (P10636 561-689 P618L limits assumed): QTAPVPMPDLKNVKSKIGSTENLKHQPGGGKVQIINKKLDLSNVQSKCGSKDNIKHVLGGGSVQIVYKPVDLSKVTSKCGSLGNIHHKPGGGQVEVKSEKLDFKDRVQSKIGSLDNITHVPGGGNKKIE
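Using a mix of unlabeled (15 uM) and Alexa 594-labeled (0.24 uM) tau K18 P301L, heparin-triggered fibrillization over 6 hr at 37 C was scored by ThT fluorescence.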
Active calls of the source: *; i = inactive; ? = inconclusive; . = not tested or not shown; & = joins results of further samples; ! = not active in a repeat; [ ] = remark or other dose. Unless noted, calls come from the whole dose curve; as a rule, active = well fitted curve in the direction sought with a large enough effect; inconclusive = small, poorly fitted or top-dose-only effect, or another doubt; inactive = no such curve, though single readings can be large; an effect the other way counts as inactive or inconclusive. Potency is the fitted concentration of half-maximal effect.

SMILES	L3MBTL1 inh	SMN2 splice up	ALDH1A1 block	LMNA splice mod	KDM4E inh	KinaseGlo FLuc	RECQ1 inh	Tau fibril ThT
Cc1cc(C)c2c(n1)sc1c(N3CCN(C)CC3)ncnc12	-6%	.	.	.	?	.	23%	-6%
Cc1ccc(S(=O)(=O)N2CCCCC2)cc1C(=O)N1CCN(c2ccccn2)CC1	36%	-2%	?	.	?	3%	-10%	-1%
Cc1cc(=O)[nH]c(SCC(=O)NC(C)C2CC3CCC2C3)c1C#N (stereo unspecified)	5%	1%	-7%	?	-4%	-2%	-1%	-3%
C=CCOc1c(Cl)cc(CNc2nccs2)cc1OC	.	-35%[inhibitor]	13µM*	-2%[46 µM]	7%	-2%	-3%	-1%
C[C@@H](O)CNC(C)(C)CC(=O)N[C@@H]1CCc2ccccc2N(Cc2ccc(-c3ccccc3-c3nn[nH]n3)cc2)C1=O	.	.	5%	.	.	-1%[39.9 µM]	-5%	-16%
O=C(NCC(=O)N(CC1CCCO1)C(C(=O)NC1CCCCC1)c1ccccc1)c1cccs1 (stereo unspecified)	-6%	-16%	9%	14%[0.0737 µM]	-1%	2%	-2%	-1%
CC(C)(C)Cc1nnc(NS(=O)(=O)Cc2ccccc2)s1	1%	7%	25µM*	2%	-9%	2%	-6%	1%
Cc1ccnc(NC(=O)c2cc(S(=O)(=O)N3CCCCC3)ccc2Cl)c1	.	0%	?	-2%	?	-6%	i	-11%
OCCC1CN(Cc2cccn2-c2cccnc2)CCN1C1CCCC1 (stereo unspecified)	-10%	.	.	.	-3%	.	-3%	-15%
Nc1nc2n(n1)C1(CCCCC1)C1=C(CCCC1)N2	0%	-17%	?	-6%	-5%	1%	i	-9%
CC1(C)CC(=O)c2cnc(NC(=O)Cc3ccc(Cl)cc3)nc2C1	9%	2%	?	16%	0%	-4%	-3%	-7%
CCCCN1CC(O)=C(c2nc(-c3ccc(Cl)cc3)cs2)C1=N	.	23%	11%	6%	7%	-5%	-7%	-13%
O=C(COC(=O)CCSc1ccc(Cl)cc1)NCc1ccc(Cl)cc1	-10%	-1%	5%	-16%	-4%	6%	12%	12%
CS(=O)(=O)N(CC(=O)Nc1ccc(C(N)=O)cc1)C1CCCCC1	.	16%	0%	0%	-2%	1%	-15%	0%
O=C1CNC(=S)N1c1nc(-c2ccccc2)cs1	4%	11µM*	-6%	-18%	4%	2%	-11%	-3%
CO/N=C(/C(=O)NC1C(=O)N2C(C(=O)O)=C(COC(N)=O)CSC12)c1ccco1 (stereo unspecified)	.	13%	1%	.	-24%	-5%	i	?
COc1ccccc1C(=O)NNC(=O)c1nn(Cc2ccccc2)c(=O)c2ccccc12	33%[activator]	-17%	-10%	-12%[9.22 µM]	2%	-1%	-2%	?
CCOC(=O)N1CCC(NC(=O)C2CCCN(c3nc4ccccc4o3)C2)CC1 (stereo unspecified)	-2%	-12%	-2%	6%[0.0737 µM]	0%	1%	-2%	-6%
COc1cc(CC(=O)O)ccc1O	.	-8%&-3%	25µM*!	-18%	4%&10%	0%	-10%	-3%&-1%&-2%
CN(c1ccccc1)S(=O)(=O)c1cc(C(=O)OCC(=O)N2CCN(C(=O)c3ccco3)CC2)ccc1Cl	-4%	-18%	?	?	-6%	4%	-15%	-2%
COc1ccc(C(=O)NC(=S)Nc2cccc3nc(C)ccc23)cc1OC	12%	.	.	.	-4%	.	-1%	-8%
CN(C)S(=O)(=O)c1cccc(N2C(=O)CC3(CCCCC3)CC2=O)c1	.	.	5%	.	4%	.	-2%	2%
C=C(C)CC1N(c2cccc(OC)c2)C(=O)C2C(C(=O)O)C3C=CC21O3 (stereo unspecified)	.	18%	-2%	5%	4%	1%	-8%	-5%
OCC(Cc1ccccc1)Nc1c2ccccc2nc2ccccc12 (stereo unspecified)	4%	7%	8%	-4%	?	0%	-3%	?
Cc1ccc(N2C(=O)CS(=O)C(c3ccccc3)C2=O)cc1C (stereo unspecified)	-1%	-3%	3.5µM*	.	2%	0%	24%	?
O=C(O)C1CC1C(=O)Nc1cc(F)ccc1F (stereo unspecified)	5%	.	0%	.	3%	3%	3%	-3%
O=C(O)C1Nc2c(C(=O)N3CCOCC3)cccc2C2C=CCC12 (stereo unspecified)	3.5µM*	-8%	?	3%	?	-11%	-17%	14µM*
CC(C)(C)c1ccc(C(=O)Nc2cnccn2)cc1	.	28µM*	1%	1%	8%	2%	-6%	?
CCOC(=O)Nc1ccc(C(=O)Oc2ccccc2)c(O)c1	6%	8%	-3%	1%	-2%	-9%	-7%	-17%
C1=Nc2c(Nc3ccccc3)ncnc2Oc2ccccc21	-9%	-21%	-4%	?	-3%	-4%	-1%	?
COc1ccccc1NC(=O)NC(=O)N(C(C)C)S(C)(=O)=O	.	-3%	-3%	-5%	3%	-2%	-15%	-9%
O=C(CSc1nnc(SCc2cccc3ccccc23)s1)N=Nc1c(O)[nH]c2ccccc12	-20%	-12%	?	-2%	5%	6%	-1%	-15%
Cc1ccc(OCCNC(=O)c2cccc(Oc3ccc(C(F)(F)F)cc3[N+](=O)[O-])c2)cc1	-17%	-35%[inhibitor]	?	?	-1%	-3%	8%	4%
CC(=O)NC(Cc1ccccc1C)C(=O)NC1CCN(c2ncccc2[N+](=O)[O-])CC1 (stereo unspecified)	4%	3%	?	-11%	-4%	-1%	-2%	0%
Cc1cc(C)n(-c2cc(-n3nc(C)cc3C)ncn2)n1	3%	0%	5%	5%	4%	-3%	-12%	-2%
Nc1[nH]c(N=NC(=O)c2ccccc2O)c2ccccc12	-11%	11µM*	4%	?	25µM*	-10%	-12%	?
CCN(CC)C(=O)C1CCCc2c1[nH]c1ccc(Cl)cc21 (stereo unspecified)	-3%	3.5µM*	-1%	?	2%	1%	6%	-11%
CCOC(=O)C1CN(S(=O)(=O)c2ccc(OC)cc2)c2cc(S(=O)(=O)CC)ccc2O1 (stereo unspecified)	-5%	-1%	?	5%	1%	-2%	-10%	-2%
Cc1cc(C)nc(NNC2=CC(=[N+]3CCCC3)CCC2)n1	.	3%	-1%	14%[46 µM]	-22%	-1%	i	-16%
C[C@H](NC(=O)c1ccco1)C(=O)Nc1cccc([N+](=O)[O-])c1	5%	16%	3%	7%[46 µM]	3%	1%	-4%	-4%
Cc1cccc(N2CCN(Cc3ccoc3)CC2)c1C	.	5%	25µM*	-1%	?	6%	-5%	-17%
OCCC1CN(CC(c2ccccc2)c2ccccc2)CCN1C1CCCC1 (stereo unspecified)	8%	.	?	.	3%	-2%	-5%	-6%
O=C1NC(=Nc2ccc(O)cc2)S/C1=C/c1ccco1	.	29%	?	.	-5%	3%	-5%	?
O=C(Nc1ccc2c(c1)OCO2)c1cccc(F)c1	.	?	-5%	1%	4%	-24%	5%	-11%
COC(=O)[C@@]1(Cc2ccc(F)cc2)[C@H]2c3cc(C(=O)N4CCCC4)n(Cc4ccc(C(F)(F)F)nc4)c3C[C@H]2CN1C(=O)c1ccccc1	-1%	-16%&-5%	3%&0%	?	-7%	2%&-5%	-25%&-1%	-22%&-10%
O=C(CNC(=O)c1cccc(Br)c1)N/N=C/c1ccc[nH]1	-6%	-4%	-5%	15%[46 µM]	-13%	-1%	10%	-6%
O=C(c1cc(-c2ccccc2)nc2ccccc12)N1CCN(c2ccccn2)CC1	-7%[11.4 µM]	-5%	-6%	3%	?	-1%	-9%	-7%
O=C(NCCn1ccc2ccccc21)c1ccc(S(=O)(=O)N2CCOCC2)cc1	2%	-11%	?	-9%	0%	0%	-2%	-1%
CCOc1ccc(N(CC(=O)OC)S(=O)(=O)c2ccc(OC)c(OC)c2)cc1	3%	-7%	4%	9%	9%	0%	-16%	-9%
O=C(c1ccco1)N1CCC2(CCN(Cc3ccncc3)CC2)CC1	.	-3%	?	.	.	-4%	i	.

New compounds follow
SMILES	L3MBTL1 inh	SMN2 splice up	ALDH1A1 block	LMNA splice mod	KDM4E inh	KinaseGlo FLuc	RECQ1 inh	Tau fibril ThT
N#Cc1c(SCC(N)=O)nc(-c2ccccc2)c2c1CCCC2	0%	-19%	22µM*	?	1%	-2%	-3%	-1%
CCOc1cc(N2CCOCC2)c(OCC)cc1NC(=O)CSc1n[nH]c(N)n1	-12%	1%	?	4%[46 µM]	-6%	-1%	0%	-2%
COc1cc(OC)cc(C(=O)Nc2nnc(Cc3ccc(OC)c(OC)c3)s2)c1	.	-18%	4%	.	-25%	1%	-3%	-3%
CC1CCc2cc(F)ccc2N1C(=O)CSc1nnc2c3ccccc3n(C)c2n1 (stereo unspecified)	-5%	-21%	0%	3%	-2%	10%	i	-22%
O=C(O)Cc1c[nH]c2cccc(O)c12	5.6µM*	.	?	.	?	.	32µM*	?
COc1ccc(-n2c(C)cc(C(=O)CSc3nnc(-c4ccoc4C)n3C)c2C)cc1	-11%	-17%	-13%	?	1%	1%	i	-17%
COc1ccc(-c2nc(SC(CC(=O)NCc3ccccc3)c3ccc(OC)c(OC)c3)n[nH]2)cc1 (stereo unspecified)	6%	8%	-2%	?	-2%	-1%	-2%	-1%
O=C(/C=C/c1ccco1)NCc1ccc2c(c1)OCO2	-25%	12%	20µM*	-3%[46 µM]	-18%	1%	i	?

Some of the compounds tested, so the mix of outcomes need not match the whole.
